BAZ2B block = qHTS Assay for Inhibitors of BAZ2B; 360,000 compounds, 4.4% hits; AID 504333, 2011; Bromodomain adjacent to zinc finger domain protein 2B (Homo sapiens), Q9UIF8; Potency, µM (titrated, usually from 114 µM), without a hit: top-dose activity change, negative = inhibition, hits mostly inhibitors; AlphaScreen BAZ2B-H3K14Ac peptide displacement; further: on the % scale 0 is the no-effect control and ±100 the full control effect; nearly all actives have a fitted effect of over 60% in size
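AlphaScreen luminescence quantifies BAZ2B engagement of H3K14Ac peptide; the protein and biotinylated peptide are both at 50 nM final, buffer PBS pH 7.4 with 0.01% Tween-20, all steps at room temperature.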
G9a inh = qHTS Assay for Inhibitors of Histone Lysine Methyltransferase G9a; Histone-lysine N-methyltransferase EHMT2 (Homo sapiens), Q96KQ7; G9a H3K9 monomethylation, AlphaScreen, 2 h; Potency, µM (doses to about 102 µM), without a hit: at the highest dose activity, negative = inhibition, actives largely listed as inhibitors; 350,000 compounds, 8.8% hits; AID 504332, 2011; further: on the % scale 0 is the no-effect control and ±100 the full control effect; nearly all actives have a fitted effect of over 75% in size
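Using a bead-based AlphaScreen, monomethylated H3K9 product from 2 h room-temperature reactions (G9a 20 nM, peptide 500 nM, SAM 20 uM) was detected with 0.5 ug/mL rabbit anti-H3K9me1 antibody.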
JMJD2A Tudor = qHTS Assay for Inhibitors of JMJD2A-Tudor Domain | Lysine-specific demethylase 4A (Homo sapiens), O75164 | AlphaScreen JMJD2A-Tudor / H3K4me3 peptide binding | Potency, µM (highest dose often 114 µM), for the others: at the top dose activity change, negative = inhibition, actives largely listed as inhibitors | 390,000 compounds, 4.4% hits | AID 504339, 2011; further: on the % scale 0 is the no-effect control and ±100 the full control effect; nearly all actives have a fitted effect of over 50% in size
Target sequence (O75164 whole entry, looked up, the tested form may be a part): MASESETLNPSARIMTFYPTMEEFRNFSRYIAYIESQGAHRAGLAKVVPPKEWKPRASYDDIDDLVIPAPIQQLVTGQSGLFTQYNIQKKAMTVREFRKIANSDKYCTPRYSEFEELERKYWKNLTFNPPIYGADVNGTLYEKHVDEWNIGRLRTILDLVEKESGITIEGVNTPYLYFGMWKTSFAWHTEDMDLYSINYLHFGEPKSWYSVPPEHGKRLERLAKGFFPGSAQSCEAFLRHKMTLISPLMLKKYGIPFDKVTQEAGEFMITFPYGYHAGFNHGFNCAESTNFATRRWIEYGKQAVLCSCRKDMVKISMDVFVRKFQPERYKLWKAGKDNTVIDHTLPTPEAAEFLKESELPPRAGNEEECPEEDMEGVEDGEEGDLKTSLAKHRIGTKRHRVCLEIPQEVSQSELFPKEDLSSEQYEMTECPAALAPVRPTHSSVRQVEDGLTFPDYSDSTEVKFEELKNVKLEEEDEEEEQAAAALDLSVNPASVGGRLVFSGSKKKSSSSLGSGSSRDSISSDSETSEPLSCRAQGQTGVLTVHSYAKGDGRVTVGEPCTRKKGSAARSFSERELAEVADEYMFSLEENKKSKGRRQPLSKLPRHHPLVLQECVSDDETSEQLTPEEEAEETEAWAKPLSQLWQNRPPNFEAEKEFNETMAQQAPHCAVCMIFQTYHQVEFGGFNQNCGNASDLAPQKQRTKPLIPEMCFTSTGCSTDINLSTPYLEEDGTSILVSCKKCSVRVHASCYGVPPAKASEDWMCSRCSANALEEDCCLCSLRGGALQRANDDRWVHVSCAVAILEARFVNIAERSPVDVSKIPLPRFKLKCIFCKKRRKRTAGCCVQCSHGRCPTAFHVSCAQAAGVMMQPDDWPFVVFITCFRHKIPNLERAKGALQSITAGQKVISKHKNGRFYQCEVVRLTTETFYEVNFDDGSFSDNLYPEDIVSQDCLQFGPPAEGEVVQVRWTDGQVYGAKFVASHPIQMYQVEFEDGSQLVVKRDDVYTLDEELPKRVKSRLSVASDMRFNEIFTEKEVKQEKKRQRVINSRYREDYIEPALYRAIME
POLB inh = qHTS Assay for Inhibitors of DNA Polymerase Beta | Pol beta primer extension/strand displacement, fluorescence kinetic | Potency, µM (doses to about 114 µM), for inactives: at the highest dose activity change, negative = inhibition, usual class: inhibitors | 340,000 compounds, 1.3% hits; further: on the % scale 0 is the no-effect control and ±100 the full control effect
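Pol beta (10 nM) and compounds were preincubated 15 min at room temperature, then 50 nM substrate (final) started primer extension/strand displacement. Reads were taken at 0 and 10 min; concentration-response data were fitted to a four-parameter Hill equation.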
POLK inh = qHTS for Inhibitors of Polymerase Kappa; DNA polymerase kappa (Homo sapiens), Q9UBT6; purified Pol kappa, fluorescent DNA synthesis assay, 10 min; Potency, µM (doses to about 107 µM), for inactives: top-dose activity, negative = inhibition, actives largely listed as inhibitors; 400,000 compounds, 0.53% hits; AID 588579, 2011; further: on the % scale 0 is the no-effect control and ±100 the full control effect
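Kinetic fluorescence screen: compound preincubated 15 min RT with 10 nM enzyme; 50 nM substrate (final) initiates; reads at 0/10 min.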
POLH inh = qHTS for Inhibitors of Polymerase Eta | DNA polymerase eta (Homo sapiens), Q9Y253 | recombinant Pol eta, fluorescent DNA replication assay | Potency, µM (series often up to 114 µM), inactives show top-dose activity change, negative = inhibition, actives largely listed as inhibitors | 390,000 compounds, 1.2% hits | AID 588591, 2011; further: on the % scale 0 is the no-effect control and ±100 the full control effect
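Pol eta (10 nM) was preincubated with compounds for 15 min at room temperature, after which fluorescent replication substrate (50 nM final) was added to start the reaction. Fluorescence was read kinetically at 0 and 10 min.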
APE1 inh = qHTS Assay for Inhibitors of the Human Apurinic/apyrimidinic Endonuclease 1 (APE1) | DNA repair nuclease/redox regulator APEX1 (Homo sapiens), P27695 | recombinant APE1, TAMRA/BHQ-2 abasic DNA cleavage fluorescence | Potency, µM (doses to about 65.8 µM), for the others: at the top dose activity change, negative = inhibition, actives largely listed as inhibitors | 350,000 compounds, 0.35% hits | AID 2517, 2012;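 further: plate controls were vehicle for no effect and reference inhibitor for full effect; nearly all actives have a fitted effect of over 55% in size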
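Substrate: short duplex with […] THF abasic site, 5'-TAMRA and 3'-BHQ-2, 50 nM final. APE1 at 0.75 nM, preincubated 15 min RT with compound. Fluorescence increase from first to third read measured activity.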
Pol iota inh = qHTS for Inhibitors of Polymerase Iota. Pol iota fluorescent replication assay, 10 min. AID 588590, 2011. 390,000 compounds, 1% hits. DNA polymerase iota (Homo sapiens), Q9UNA4. Potency, µM (doses to about 115 µM), without a hit: at the highest dose activity, negative = inhibition, actives largely listed as inhibitors
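Fluorescent replication assay read twice, at 0 min and 10 min after adding 50 nM (final) substrate. Enzyme (10 nM) and compounds were first incubated 15 min at room temperature; enzyme-free buffer wells were negative controls.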
BLM helicase inh = qHTS Assay for Inhibitors of Bloom's syndrome helicase (BLM); RecQ-like DNA helicase BLM (Homo sapiens), P54132; recombinant BLM DNA unwinding, fluorescence dequenching; Potency, µM (doses to about 56.1 µM), for inactives: at the highest dose activity change, negative = inhibition, actives largely listed as inhibitors; 350,000 compounds, 0.2% hits;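 further: plate controls were vehicle for no effect and no enzyme for full effect; nearly all actives have a fitted effect of over 35% in size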
Numbers without * were called inactive; ? = inconclusive; nt = no result given; [ ] = remark or other dose. The call rests on the fitted dose curve; in most records, active means well fitted curve in the direction sought with a large enough effect; inconclusive means small, poorly fitted or top-dose-only effect, or another doubt; inactive means no such curve, though single readings can be large; an effect the other way counts as inactive or inconclusive. Potency means the concentration at half of the fitted maximal effect. The list is partial; the hit share may differ from the screen's.

Codes: A = BAZ2B block; B = G9a inh; C = JMJD2A Tudor; D = POLB inh; E = POLK inh; F = POLH inh; G = APE1 inh; H = Pol iota inh; I = BLM helicase inh
Cc1nn(CCCC(=O)NCc2ccccc2)c(=O)c2nccn12
  A = -2% | B = nt | C = -14% | D = 1% | E = -25% | F = -18% | G = 16% | H = 37%[activator] | I = 1%
CC(=O)N(C1=C(N)C(=O)c2ccccc2C1=O)C(C)C
  A = -5% | B = ? | C = -26% | D = 39% | E = -8% | F = 3% | G = 0% | H = 37% | I = -8%
O=C(NC1CCCC1)C(c1ccccn1)N(C(=O)c1csnn1)c1ccccc1Cl (stereo not given)
  A = 10% | B = -14% | C = -10% | D = 45% | E = -6% | F = -16% | G = 3% | H = 17% | I = -6%
CN(C)c1ccc(C(CNC(=O)c2ccc(C#N)cc2)c2c[nH]c3ccccc23)cc1 (stereo not given)
  A = 20µM* | B = 10µM* | C = 40µM* | D = -19% | E = -14% | F = -10% | G = -11% | H = 6% | I = -6%
C=CCNc1nc2c(c(=O)n(C)c(=O)n2C)n1CC(=C)C
  A = -30% | B = 0%[12.7 µM] | C = -19% | D = 11% | E = -2% | F = -6% | G = -5% | H = -16% | I = 0%
COC(=O)c1nnn(CC(=O)NC(=O)Nc2cccc(Cl)c2C)c1C(=O)OC
  A = 0% | B = -21% | C = -14% | D = -3% | E = 10% | F = 2% | G = -4% | H = -13% | I = -2%
CN(C)CC(C)(C)CN=Cc1c(O)[nH]c2ccccc12
  A = -3% | B = 4%[59 µM] | C = -18% | D = 23% | E = -13% | F = -18% | G = -11% | H = 38%[activator] | I = -4%
CS(=O)(=O)Nc1ccc(C(=O)Nc2ccc3c(c2)OCCO3)cc1
  A = 1% | B = -3%[59 µM] | C = 6% | D = 5% | E = 0% | F = -11% | G = -3% | H = 0% | I = 0%
C=CCn1c2ccccc2c2nnc(SCC(=O)O)nc21
  A = -3% | B = nt | C = -15% | D = 15% | E = -5% | F = -1% | G = -6% | H = 61%[activator] | I = 0%
O=C(NN=Cc1ccccc1O)c1cccc([N+](=O)[O-])c1
  A = nt | B = nt | C = -32% | D = nt | E = -22% | F = -20% | G = nt | H = -17% | I = nt
O=C(CCc1ccccc1)NNC(=O)COc1ccc(Cl)cc1
  A = -15% | B = ? | C = -2% | D = 5% | E = 0% | F = -13% | G = 4% | H = 0% | I = -3%
Cc1cccnc1Nc1nc(-c2ccc(O)c(O)c2)cs1
  A = 40µM* | B = 11µM* | C = 45µM* | D = ? | E = -17% | F = -34% | G = -6% | H = -23% | I = ?
Cc1cc2oc(C(=O)N(Cc3ccccc3F)C3CCS(=O)(=O)C3)c(C)c2cc1Cl (stereo not given)
  A = -19% | B = -47%[59 µM] | C = -20% | D = -7% | E = -2% | F = -19% | G = nt | H = -7% | I = -9%
COc1ccc2c(c1)C=C(C(=O)OCc1cccnc1)CO2
  A = -28% | B = -33% | C = 35µM* | D = 16% | E = -2% | F = -18% | G = ? | H = 95%[activator] | I = -11%
CC(=O)Nc1ccc(OS(=O)(=O)c2ccc(Cl)cc2)cc1
  A = 3% | B = 11% | C = 0% | D = 19% | E = 9% | F = -13% | G = 43% | H = 60%[activator] | I = -7%

Compound profiles, as listed above:
Listed for CS(=O)(=O)Nc1ccc(C(=O)Nc2ccc3c(c2)OCCO3)cc1 : BAZ2B block: 1%; G9a inh: -3%[59 µM]; JMJD2A Tudor: 6%; POLB inh: 5%; POLK inh: 0%; POLH inh: -11%; APE1 inh: -3%; Pol iota inh: 0%; BLM helicase inh: 0%
Listed for O=C(NC1CCCC1)C(c1ccccn1)N(C(=O)c1csnn1)c1ccccc1Cl (stereo not given) : BAZ2B block: 10%; G9a inh: -14%; JMJD2A Tudor: -10%; POLB inh: 45%; POLK inh: -6%; POLH inh: -16%; APE1 inh: 3%; Pol iota inh: 17%; BLM helicase inh: -6%

The list goes on:
Codes: A = BAZ2B block; B = G9a inh; C = JMJD2A Tudor; D = POLB inh; E = POLK inh; F = POLH inh; G = APE1 inh; H = Pol iota inh; I = BLM helicase inh
CCOc1ccc(N(CC)S(=O)(=O)N2CCCC(C(=O)Nc3ccc(OC)c(OC)c3)C2)cc1 (stereo not given)
  A = ? | B = -40%[59 µM] | C = -27% | D = 2% | E = -11% | F = -12% | G = nt | H = 5% | I = -9%
Cc1cn2c(=O)cc(COc3cccc(NC(=O)c4cccc(F)c4)c3)nc2s1
  A = -1% | B = 12%[59 µM] | C = -11% | D = 46% | E = -1% | F = 5% | G = nt | H = -6% | I = -5%
CC1CCN(C(=O)C2CCN(S(=O)(=O)c3cccnc3)CC2)CC1
  A = -5% | B = -14%[59 µM] | C = -13% | D = 4% | E = -4% | F = -11% | G = -4% | H = 6% | I = 2%
CC(=O)NC(c1ccccc1)c1c(O)ccc2ccccc12 (stereo not given)
  A = 32µM* | B = 18µM* | C = -12% | D = 0% | E = 1% | F = -19% | G = 4% | H = 7% | I = -4%
c1ccc(-c2ccc(-c3nc(-c4ccncc4)no3)cc2)cc1
  A = 5% | B = 20%[59 µM] | C = -7% | D = -13% | E = -4% | F = -10% | G = 3% | H = -14% | I = 0%
NCCCCCc1cnc[nH]1
  A = nt | B = -4%[59 µM] | C = nt | D = nt | E = -5%[60.1 µM] | F = nt | G = -1% | H = nt | I = -3%
COc1ccc(OC)c2sc(N3CCN(C(=O)C4COc5ccccc5O4)CC3)nc12 (stereo not given)
  A = -4% | B = -41%[59 µM] | C = -18% | D = 30% | E = 0%[60.1 µM] | F = -6% | G = nt | H = 12% | I = -5%
CSCCC(NS(=O)(=O)c1ccc(Cl)cc1)C(=O)OCC(=O)N(C(C)C)C(C)C (stereo not given)
  A = 1% | B = 0% | C = -12% | D = -17% | E = -18% | F = 2% | G = 7% | H = 22% | I = -2%
C=CCn1cc(C(=O)OCC)c(=O)c2ccc(F)cc21
  A = -14% | B = 2% | C = 1% | D = -1% | E = 1% | F = -13% | G = 8% | H = 46%[activator] | I = -2%
COc1ccc(S(=O)(=O)Nc2ccccc2C(=O)NC2CC2)cc1NC(C)=O
  A = 9% | B = 8%[12.7 µM] | C = 7% | D = nt | E = -3% | F = -21% | G = 7% | H = 4% | I = nt
COCC1CCCCN1C(=O)c1cccc(OC2CCN(C(=O)C3CC3)CC2)c1 (stereo not given)
  A = 3% | B = 28% | C = -5% | D = 21% | E = 0% | F = -18% | G = 31% | H = 15% | I = 1%
CCOc1ccc(C2c3[nH]c4ccccc4c3C[C@H]3C(=O)N(C4CCN(Cc5ccccc5)CC4)CC(=O)N23)cc1OC (stereo not given in full)
  A = ? | B = ? | C = ? | D = -1% | E = 9% | F = -20% | G = 1% | H = 1% | I = -18%
CCCCN(CCO)c1ncnc2sc(-c3ccccc3)cc12
  A = 1% | B = 20% | C = 14% | D = -12% | E = -7% | F = -3% | G = 30% | H = 21% | I = -5%
O=C(Cn1c(SCC(=O)N2CCCc3ccccc32)nc2ccccc21)N1CCCC1
  A = 9% | B = 13%[59 µM] | C = -9% | D = -1% | E = -2% | F = -3% | G = 6% | H = 0%[58.9 µM] | I = -10%
Cc1c(C)c2ccc(OC(C)C(=O)NCCc3c[nH]c4ccccc34)cc2oc1=O (stereo not given)
  A = -15% | B = nt | C = ? | D = -14% | E = 2% | F = -19% | G = -6% | H = 23% | I = -3%
O=C(NCc1ccc2c(c1)OCO2)c1cccc(F)c1
  A = 3% | B = 6% | C = 7% | D = -1% | E = -3% | F = -16% | G = 0% | H = -2% | I = -3%
O=C(c1cc2c(ccc3ccccc32)oc1=O)N1CCCC1
  A = 1% | B = -10%[59 µM] | C = -1% | D = 32% | E = -5% | F = -2% | G = 8% | H = 11% | I = 3%
CCc1c(C)nc(SCC(=O)NNC(=O)Cc2ccc(OC)cc2)[nH]c1=O
  A = -23% | B = 15% | C = 1% | D = 0% | E = 11% | F = -3% | G = 1% | H = ? | I = -3%
CC(CN1CCOCC1)OC(=O)CCc1ccccc1 (stereo not given)
  A = 0% | B = 5% | C = -9% | D = 16% | E = -3% | F = -14% | G = 6% | H = 36%[activator] | I = -3%
COc1ccc2oc(=O)cc(CN3CCN(C(=O)c4ccccc4)CC3)c2c1
  A = -4% | B = ? | C = -4% | D = 26% | E = 9% | F = 10% | G = nt | H = 3% | I = 3%
COc1ccc(-c2csc(N(CCc3ccc(OC)c(OC)c3)C(=O)COc3ccccc3)n2)cc1
  A = -5% | B = ? | C = -14% | D = -8% | E = 5% | F = -16% | G = -4% | H = 23% | I = -6%
CN(C)CCCC1(O)c2ccccc2CCc2ccccc21
  A = 3% | B = 8% | C = 5% | D = 14% | E = 4% | F = -16% | G = 1% | H = 100%[activator] | I = 4%
OCCC1CN(Cc2cccn2-c2cccnc2)CCN1Cc1ccc(F)cc1 (stereo not given)
  A = -20% | B = ? | C = -21% | D = 3% | E = 2% | F = -10% | G = 2% | H = 10% | I = 2%
Cc1c(NC(=O)Oc2ccccc2)sc(=S)n1C
  A = ? | B = 45µM* | C = -31% | D = 9% | E = 1% | F = 4% | G = 2% | H = -36% | I = -1%
CC(C)C(c1nnnn1Cc1ccco1)N1CCC(C(N)=O)CC1 (stereo not given)
  A = -2% | B = ? | C = 2% | D = -1% | E = -8% | F = -1% | G = 2% | H = 11% | I = 1%
N#Cc1ccc(NC(=O)c2cc(-c3cccc(Cl)c3)on2)cc1
  A = -27% | B = -32%[59 µM] | C = -17% | D = -27% | E = -25% | F = -3% | G = nt | H = -29% | I = -4%

Assay outcomes as filed in PubChem BioAssay.
